Screening results: PubChem BioAssay, Broad Institute
CASP6 VEID inh = blocks human caspase-6 cleavage activity. purified caspase-6, Z-VEID-R110 cleavage fluorescence. 350,000 tested, 0.53% active. inhibition, % at 12.5 µM. P55212. AID 686996;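 active means mean inhibition across replicates at least about 35%, with every replicate also reaching that limit, limit read from the data; inconclusive means only one of the two criteria met; inactive means neither criterion met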;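 further: 0% = median of neutral control wells and 100% = no fluorescence left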
Target sequence (P55212 24-179 limits assumed): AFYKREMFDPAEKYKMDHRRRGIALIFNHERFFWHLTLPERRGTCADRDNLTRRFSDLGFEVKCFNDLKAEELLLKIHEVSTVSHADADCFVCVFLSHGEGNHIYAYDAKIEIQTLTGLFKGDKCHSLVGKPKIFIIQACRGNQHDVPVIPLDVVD
Target sequence (P55212 194-293 limits assumed): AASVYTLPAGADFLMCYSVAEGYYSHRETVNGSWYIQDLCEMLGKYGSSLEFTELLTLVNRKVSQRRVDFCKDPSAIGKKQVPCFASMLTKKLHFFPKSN
DENV2 CPE rescue = protects cells from dengue virus 2 cytopathic effect; DENV2-infected cells, cytopathic effect rescue, plate reader; CPE inhibition, % at 9.99 µM; 350,000 tested, 1.7% active; in the data active means CPE inhibition above about 20%, passing the limit was not always enough; inconclusive means no clear call, values can overlap the other calls; tested in BHK-21 cells;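 further: 0% = median of neutral control wells and 100% = median of positive control wells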
F508del corr = correctors of CFTR F508del function in bronchial epithelial cells; activity (quench increase), % at 7.58 µM; CFBE cells, YFP halide quenching; stimulated with forskolin plus potentiator P3; % fluorescence drop versus neutral controls; 350,000 tested, 0.36% active;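 active means mean added fluorescence quench of at least 8% versus neutral control, with both replicates also reaching 8%; inconclusive means only one of the mean or replicate conditions met; inactive means mean below 8% and not both replicates reaching 8%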;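 further: cells transiently co-express mutant CFTR-F508del with the halide-sensitive YFP; corrector assay measuring rescue of mutant channel to the surface after 24 h compound exposure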
ERAP1 inh = ERAP1 (human) enzyme inhibition | recombinant ERAP1, Leu-AMC fluorescence, 60 min | inhibition, % at 10.7 µM | 340,000 tested, 0.15% active | Q9NZ08 | AID 652197;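 active means mean replicate inhibition of at least 30%, or all replicates individually reaching that 30% level; inactive means mean below 30% and not every replicate reaching it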;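 further: 0% = neutral control wells and 100% = L-leucinethiol positive control wells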
miR-122 sensor = miR-122 inhibition in Huh7 cells; Huh7 miR-122 Renilla luciferase sensor, 48 h; neutral wells = 0, positive control = 100; activation (reporter increase), % at 12.5 µM; 340,000 tested, 0.3% active; AID 602342;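 active means mean replicate activation score at least 90 and every replicate individually at or above 90; inconclusive means only one of the two criteria met; inactive means neither criterion met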;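 further: higher luciferase means less miR-122 activity so hits act as miR-122 inhibitors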
ERp5 block = inhibitors of human ERp5; Q15084; ERp5 insulin aggregation, absorbance 650 nm, 90 min; inhibition, % at 9.99 µM; 350,000 tested, 0.05% active; AID 651711;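 active means mean replicate inhibition above about 25%, with every replicate also reaching it, limit read from the data, passing the limit was not always enough; inconclusive means only one of those two criteria met; inactive means neither criterion met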
Target sequence (Q15084 whole entry, looked up): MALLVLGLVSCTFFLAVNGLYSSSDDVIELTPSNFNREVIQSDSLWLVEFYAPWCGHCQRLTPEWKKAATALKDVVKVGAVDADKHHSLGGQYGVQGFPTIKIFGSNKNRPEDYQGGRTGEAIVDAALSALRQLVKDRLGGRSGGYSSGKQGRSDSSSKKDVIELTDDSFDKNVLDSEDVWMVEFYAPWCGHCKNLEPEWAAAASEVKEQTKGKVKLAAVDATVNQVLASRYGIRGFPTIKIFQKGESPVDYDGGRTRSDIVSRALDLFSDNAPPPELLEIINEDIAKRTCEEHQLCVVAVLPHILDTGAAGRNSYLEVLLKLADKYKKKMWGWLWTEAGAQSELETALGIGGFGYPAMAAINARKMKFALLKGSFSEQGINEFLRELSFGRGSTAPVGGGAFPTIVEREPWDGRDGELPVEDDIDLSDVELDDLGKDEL
SIRT5 inh = inhibitors of human sirtuin-5 desuccinylase; Q9NXA8; Purified SirT5, succinyl-peptide AMC, trypsin-coupled fluorescence; inhibition, % at 15 µM; 330,000 tested, 1.1% active; AID 652115; in the data active means inhibition above about 15%; inconclusive means no clear call, values can overlap the other calls
Target sequence (Q9NXA8 whole entry, looked up): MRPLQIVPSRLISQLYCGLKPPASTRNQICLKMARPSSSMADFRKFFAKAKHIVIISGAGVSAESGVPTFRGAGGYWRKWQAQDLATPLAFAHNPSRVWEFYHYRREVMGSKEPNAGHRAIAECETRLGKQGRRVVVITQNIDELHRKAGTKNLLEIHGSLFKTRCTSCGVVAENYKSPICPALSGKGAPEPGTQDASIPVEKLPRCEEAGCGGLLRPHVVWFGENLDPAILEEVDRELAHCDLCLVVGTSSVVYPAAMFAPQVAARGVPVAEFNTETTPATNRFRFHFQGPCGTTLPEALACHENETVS
Active calls of the source: *; ? = inconclusive; . = no result given; & = joins results of further samples; [ ] = remark or other dose. This is a random part of the collection; 4% or so of the library scored in one or more.

F508del corr	ERAP1 inh	SIRT5 inh	ERp5 block	CASP6 VEID inh	miR-122 sensor	DENV2 CPE rescue	SMILES
-0.7	2	-17	-10	-1	1	-9	O=C(c1cc(C2CCCCN2S(=O)(=O)c2ccc(F)cc2F)on1)N1CCOCC1 (stereo not drawn)
-0.7	-1	2	1	1	-4[16.7 µM]	2	CC(C)NC(=O)N(C)C[C@@H]1OCCCC[C@@H](C)Oc2ccc(NC(=O)Nc3ccc(F)cc3)cc2C(=O)N([C@H](C)CO)C[C@H]1C
-1.6	3	.	-5	-3	-12	8	Cc1cccc(C(C(C(=O)c2ccccc2)N2CCOCC2)N2CCOCC2)c1 (stereo not drawn)
0.4	-8	-4	0	-16	-11	5	CN(C)CCNc1ncnc2c1ncn2[C@H]1CN(CCc2ccccc2)C[C@@H](CO)O1
1.2&3.2	5	-1	3	14	-3	-6	CC(=O)Nc1c(C#N)c(-c2ccccc2)c(C#N)c(=O)n1-c1ccc(C)cc1
-2.4	-1	4	0	1	-8	-6	CCN1CCN(c2ccc(NC(=O)c3ccco3)cc2)CC1
-0.8	1	1	1	2	-5	7	O=C(NCc1ccccn1)C(=O)N/N=C/c1ccccc1O
-1.1	-1	-2	4	1	7	-2	COc1cc(OC)cc(C(=O)NNC(=O)C(CCC(N)=O)NS(=O)(=O)c2ccc(Cl)cc2)c1 (stereo not drawn)
0.3	0	-4	-3	3	-3	-10	O=c1[nH]c(-c2ccccc2)cs1
-4.5	0	1	8	-2	-3	-3	CC(=O)OC[C@@H]1CN(Cc2ccccc2)C[C@H](n2cnc3c(NCC(C)C)ncnc32)O1
-0.7	-3	2	8	2	.	-6	CCc1ccccc1NC(=O)CNC(=O)c1ccccc1OCc1c(C)noc1C
0.2	2	-3	3	9	1	7	O=C(NCc1ccccc1Cl)c1cc2c(s1)CS(=O)(=O)C2
-0.2	2	4	3	1	.	11	O=C(NCc1ccccc1Cl)C1CCN(c2cnccn2)CC1
-1.1	-3	1	3	0	.	16	C[C@@H]1CN([C@@H](C)CO)C(=O)c2ccccc2-c2ccccc2CO[C@H]1CN(C)C(=O)[C@H]1CCCN1C
-1.0&5.4	3&0	1&2	2&2	-3&-1	-6[16.7 µM]	16&10	C[C@@H]1CN([C@H](C)CO)C(=O)Cc2cc(NC(=O)Cn3cnnn3)ccc2O[C@@H]1CN(C)Cc1ccc(Cl)c(Cl)c1
0.2	-2	1	4	.	-6	2	c1ccc2c(-c3cc(C4CCNCC4)[nH]n3)cccc2c1
-1.9	2	-1	-9	2	-2	-7	O=C(CN1C(=O)NC2(CCCc3ccccc32)C1=O)NCc1cccs1 (stereo not drawn)
-2.1	3	2	-4	-1	-2	3	CC(=O)c1ccccc1C(=O)N1CCC(n2nccc2NC(=O)C2CC2)CC1
-2.6	2	2	-7	1	0[16.7 µM]	7	COCC(=O)Nc1ccc2c(c1)OC[C@H](C)N(C(=O)c1ccccc1F)C[C@H](C)[C@H](OC)CN(C)C2=O
3.5	-3	1	5	-1	.	.	CCOc1cccc(/C=N/NC(=O)CC2C(=O)NN=C2C)c1O (stereo not drawn)
-1.0	0	-2	15	-2	14[16.7 µM]	4	C[C@@H]1CN([C@H](C)CO)C(=O)c2cccc(NS(C)(=O)=O)c2O[C@@H]1CN(C)Cc1ccc(C(=O)Nc2ccccc2N)cc1
-0.8	-4	1	3	5	.	-2	CO[C@H](CN(C)S(=O)(=O)c1ccc(F)cc1)[C@H](C)CN(C(=O)Nc1ccccc1F)[C@@H](C)CO
-1.6	3	1	-13	-2	.	0	C=CCn1c(C2CC2)n[nH]c1=S
-3.3	0	-1	2	6	6	-3	Cc1ccc(C2(C)NC(=O)N(CC(=O)c3ccc4c(c3)OCCO4)C2=O)cc1 (stereo not drawn)
-1.9	-3	0	6	0	.	-2	O=C1CSc2ccc(S(=O)(=O)NCc3ccc(Cl)cc3)cc2N1
-0.4	-4	-5	-6	-2	.	-3	COCC(=O)Nc1ccc2c(c1)C(=O)N(C)C[C@@H](OC)[C@H](C)CN(Cc1cccnc1)[C@@H](C)CO2
-0.7	5	-2	9	-2	-9[16.7 µM]	-3	Cc1noc(C)c1NC(=O)Nc1cccc2c1O[C@@H](CN(C)C(=O)Nc1ccccc1)[C@@H](C)CN([C@@H](C)CO)C2=O
2.7	-1	3	-1	1	-6[16.7 µM]	-25	C[C@@H]1CCCCO[C@H](CN(C)Cc2ccc(C(F)(F)F)cc2)[C@@H](C)CN([C@@H](C)CO)C(=O)c2cc(NC(=O)Nc3ccc4c(c3)OCO4)ccc2O1
-2.7	-3	0	3	1	1[16.7 µM]	2	O=C(C[C@H]1CC[C@H]2[C@@H](COC[C@H](O)CN2C(=O)Nc2ccc(F)cc2)O1)NCC1CC1
3.3&3.5	1&-1	-1&-2	-1&7	-78&-81	6&5	-14&17	CC(=O)N(O)CCCCCNC(=O)CCC(=O)N(O)CCCCCNC(=O)CCC(=O)N(O)CCCCCN
-4.4&-4.0	0	-1&0	0&5	1&-3	2	3&0	c1ccc2c(c1)cnc1ccccc12
2.2	-3	.	-1	4	7[16.7 µM]	11	C[C@H](CO)N1C[C@H](C)[C@H](CN(C)C(=O)Nc2cccc3ccccc23)Oc2c(NC(=O)NC3CCCCC3)cccc2C1=O
3.0	4	-2	0	1	0	-1	O=C(O)c1cc2ccc3ccccc3c2[nH]1
2.6	-2	-2	-10	-1	1	-13	Fc1cccc(Cc2c(-c3ccc(Cl)cc3)nc3ccc(Cl)cn23)c1
-0.4	2	.	2	2	.	-4	CC(=O)C(=Cc1cccc(C#N)c1)C(=O)c1ccccc1
0.7	1	2	-6	0	2	-2	COc1ccccc1-c1cc(C(=O)N/N=C/c2ccoc2)c2ccccc2n1
-0.9	3	1	-4	1	-9	-2	CC(=O)Nc1cc(-c2cccc(C(=O)NCCO)c2)cn2c(-c3ccc(F)c(Cl)c3)cnc12
0.7	-2	-4	-4	.	-2	.	CCc1ccc(NC(=O)Cn2nc(C)c([N+](=O)[O-])c2C)cc1
-3.9	-1	-3	18	-1	-4	?	N#CCCN(C(=S)NC(=O)c1cccs1)c1ccccc1F
0.3	5	-2	-6	0	-6	2	O=C(CNC(=O)c1ccccc1F)NCCc1ccccc1F
2.5	0	0	1	1	.	-2	COCc1cn(CC[C@@H]2CC[C@H](NC(=O)Nc3ccc(C(F)(F)F)cc3)[C@@H](CO)O2)nn1
1.0	6	-3	10	-1	-1	-1	Cc1ccnc2nc(C(=O)OCC(=O)c3ccccc3)nn12
-1.0	4	1	0	-1	2[16.7 µM]	-2	O=C(C[C@@H]1C[C@@H]2c3cc(NS(=O)(=O)c4ccccc4)ccc3O[C@@H]2[C@H](CO)O1)N1CCOCC1
4.3	.	2	2	1	.	2	Cc1cccc(CN2CCN(C3CN(Cc4cn(Cc5ccc(F)cc5)nn4)S(=O)(=O)C3)CC2)c1 (stereo not drawn)
2.2	.	.	2	-1	5	5	CC(C)C[C@H](NC(=O)N1CC(=O)Nc2ccccc21)C(=O)N[C@@H](Cc1c[nH]c2ccccc12)C(=O)O
-0.5	5	0	-4	1	2	-3	COc1ccc(NC(=O)c2cc(S(=O)(=O)N3CCOCC3)ccc2C)cc1S(=O)(=O)N1CCCCC1
-9.3	5	-1	2	-4	1	-1	Cc1ccc(Cn2ccc(C3CC3)n2)cc1
0.8	0	-1	1	0	0	11	Cc1nnsc1C(=O)N1CCCC(N2CCN(c3cccc(C(F)(F)F)c3)CC2)C1 (stereo not drawn)
3.3	-1	4	6	3	-4[16.7 µM]	-6	C[C@@H]1CCCCO[C@@H](CN(C)C(=O)c2ccccc2)[C@H](C)CN([C@H](C)CO)C(=O)c2cc(NS(=O)(=O)c3ccccc3)ccc2O1
-0.1	0	0	-1	2	10[16.7 µM]	2	COc1ccc(NC(=O)Nc2ccc3c(c2)CC(=O)N([C@H](C)CO)C[C@H](C)[C@H](CN(C)Cc2ccncc2)O3)cc1

More structures follow:
F508del corr	ERAP1 inh	SIRT5 inh	ERp5 block	CASP6 VEID inh	miR-122 sensor	DENV2 CPE rescue	SMILES
3.6	1	-2	-7	1	1	?	CCCn1c(N)c(C(=O)CSc2nc(C3CC3)n(-c3ccccc3)n2)c(=O)[nH]c1=O
-2.1&-0.9	-2&2	-2&0	0&4	0&1	0	-11&-9	C[C@@H]1CN([C@@H](C)CO)C(=O)CCCn2nncc2CO[C@@H]1CN(C)S(=O)(=O)c1ccccc1
2.3	-3	0	2	-2	0	4	CCCCNC(=O)N1CCCC(N(C)CCc2ccc(OC)c(OC)c2)C1 (stereo not drawn)
-4.2	1	1	4	-3	.	6	CCCCCN(C(=O)CCC(=O)OCc1ccc(C(C)C)cc1)c1c(N)n(CCCC)c(=O)[nH]c1=O
-4.6	0	1	9	2	.	5	CCOC(=O)c1nnn(-c2ccc([N+](=O)[O-])cc2[N+](=O)[O-])c1C
0.4	2	11	-6	1	-1[16.7 µM]	4	C[C@H]1CN([C@@H](C)CO)C(=O)Cc2cc(NS(=O)(=O)c3ccc(Cl)cc3)ccc2O[C@@H]1CN(C)S(=O)(=O)c1ccc(F)cc1
-1.1	-4	-3	-2	-1	1	-6	Cc1cc(C)n2c(Br)c(CN3CCCC(C)C3)nc2n1 (stereo not drawn)

Quoted from the results shown (16 entries):
F508del corr	ERAP1 inh	SIRT5 inh	ERp5 block	CASP6 VEID inh	miR-122 sensor	DENV2 CPE rescue	SMILES
-3.9	-1	-3	18	-1	-4	?	N#CCCN(C(=S)NC(=O)c1cccs1)c1ccccc1F
0.3	5	-2	-6	0	-6	2	O=C(CNC(=O)c1ccccc1F)NCCc1ccccc1F
2.5	0	0	1	1	.	-2	COCc1cn(CC[C@@H]2CC[C@H](NC(=O)Nc3ccc(C(F)(F)F)cc3)[C@@H](CO)O2)nn1
1.0	6	-3	10	-1	-1	-1	Cc1ccnc2nc(C(=O)OCC(=O)c3ccccc3)nn12
-1.0	4	1	0	-1	2[16.7 µM]	-2	O=C(C[C@@H]1C[C@@H]2c3cc(NS(=O)(=O)c4ccccc4)ccc3O[C@@H]2[C@H](CO)O1)N1CCOCC1
4.3	.	2	2	1	.	2	Cc1cccc(CN2CCN(C3CN(Cc4cn(Cc5ccc(F)cc5)nn4)S(=O)(=O)C3)CC2)c1 (stereo not drawn)
2.2	.	.	2	-1	5	5	CC(C)C[C@H](NC(=O)N1CC(=O)Nc2ccccc21)C(=O)N[C@@H](Cc1c[nH]c2ccccc12)C(=O)O
-0.5	5	0	-4	1	2	-3	COc1ccc(NC(=O)c2cc(S(=O)(=O)N3CCOCC3)ccc2C)cc1S(=O)(=O)N1CCCCC1
-9.3	5	-1	2	-4	1	-1	Cc1ccc(Cn2ccc(C3CC3)n2)cc1
0.8	0	-1	1	0	0	11	Cc1nnsc1C(=O)N1CCCC(N2CCN(c3cccc(C(F)(F)F)c3)CC2)C1 (stereo not drawn)
3.3	-1	4	6	3	-4[16.7 µM]	-6	C[C@@H]1CCCCO[C@@H](CN(C)C(=O)c2ccccc2)[C@H](C)CN([C@H](C)CO)C(=O)c2cc(NS(=O)(=O)c3ccccc3)ccc2O1
-0.1	0	0	-1	2	10[16.7 µM]	2	COc1ccc(NC(=O)Nc2ccc3c(c2)CC(=O)N([C@H](C)CO)C[C@H](C)[C@H](CN(C)Cc2ccncc2)O3)cc1
3.6	1	-2	-7	1	1	?	CCCn1c(N)c(C(=O)CSc2nc(C3CC3)n(-c3ccccc3)n2)c(=O)[nH]c1=O
-2.1&-0.9	-2&2	-2&0	0&4	0&1	0	-11&-9	C[C@@H]1CN([C@@H](C)CO)C(=O)CCCn2nncc2CO[C@@H]1CN(C)S(=O)(=O)c1ccccc1
2.3	-3	0	2	-2	0	4	CCCCNC(=O)N1CCCC(N(C)CCc2ccc(OC)c(OC)c2)C1 (stereo not drawn)
-4.2	1	1	4	-3	.	6	CCCCCN(C(=O)CCC(=O)OCc1ccc(C(C)C)cc1)c1c(N)n(CCCC)c(=O)[nH]c1=O
